Assay outcomes: PubChem, several laboratories
KCNQ1 block: inhibitors of human KCNQ1 channel, primary screen, cell-based, thallium flux, high-throughput; B-score at 10 µM; 310,000 tested, 1.3% active; CHO-K1 KCNQ1, FluxOR thallium flux fluorescence; hits give high values; Potassium voltage-gated channel subfamily KQT member 1 (Homo sapiens), P51787;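 active = compounds whose thallium flux B-score, printed positive for inhibition, exceeds three library SD while starting fluorescence stays within three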;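 note: channel opened by potassium depolarization with thallium stimulus after 20 min compound exposure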
Target sequence (P51787 whole entry, looked up): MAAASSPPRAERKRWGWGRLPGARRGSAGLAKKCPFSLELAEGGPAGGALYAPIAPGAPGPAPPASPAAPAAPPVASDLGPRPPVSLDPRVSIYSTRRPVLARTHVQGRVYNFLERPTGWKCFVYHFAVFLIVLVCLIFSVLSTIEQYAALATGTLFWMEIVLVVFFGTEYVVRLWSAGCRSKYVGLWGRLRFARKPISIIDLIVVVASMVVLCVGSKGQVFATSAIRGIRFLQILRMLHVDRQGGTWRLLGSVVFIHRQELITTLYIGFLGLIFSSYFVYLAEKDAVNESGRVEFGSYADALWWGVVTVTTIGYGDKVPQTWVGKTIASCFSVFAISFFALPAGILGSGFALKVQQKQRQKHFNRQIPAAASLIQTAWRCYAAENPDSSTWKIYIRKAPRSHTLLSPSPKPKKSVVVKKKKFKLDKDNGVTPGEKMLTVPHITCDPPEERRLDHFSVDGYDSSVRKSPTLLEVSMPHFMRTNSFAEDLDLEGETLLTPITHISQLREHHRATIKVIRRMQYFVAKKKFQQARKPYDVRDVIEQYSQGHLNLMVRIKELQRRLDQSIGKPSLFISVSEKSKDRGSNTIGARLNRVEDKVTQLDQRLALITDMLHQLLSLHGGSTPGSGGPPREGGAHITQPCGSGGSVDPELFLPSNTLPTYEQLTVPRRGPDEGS
KCNQ1 pot: potentiators or activators of KCNQ1 channel, primary screen, cell-based, thallium flux, high-throughput; Potassium voltage-gated channel subfamily KQT member 1 (Homo sapiens), P51787; CHO-K1 KCNQ1, thallium flux FluxOR fluorescence; hits give high values; B-score at 10 µM; 310,000 tested, 0.35% active; AID 2648, 2010;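 active = fluorescence ratio B-score, a plate-corrected score, at least three library SD, with initial intensity B-score within 5 SD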
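Test system: CHO-K1 cells stably expressing KCNQ1 / Medium: assay buffer / Also added: depolarizing K+/Tl+ stimulus, K2SO4 and Tl2SO4 each 12.5 mM in 5x stock / Incubation: 90 min dye loading and 20 min compound exposure, both at room temperature / Signal: thallium influx via FluxOR fluorescence, kinetic imaging / Evaluation: B score of baseline-normalized fluorescence ratio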
PolyA inhibitor: polyadenylation inhibitors in yeast reporter cells, primary screen, luminescence, S. cerevisiae. S. cerevisiae SKY197-pL101 polyadenylation reporter, beta-gal luminescence; efflux-impaired pdr1/pdr3 knockout yeast; score 100 = 6 SD above DMSO. calls only at 12 µM. 300,000 tested, 0.02% active;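 active = lowest replicate activity score at least 50, where 100 means six control SD above control mean; inconclusive = lowest score under 50 but half or more replicates reach 50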;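 note: yeast exposed to compound for 9 h at 30 °C; higher score means more reporter readthrough which indicates perturbed polyadenylation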
GSK3beta inhib: human GSK3beta kinase inhibitors, primary screen, biochemical, cell-free homogeneous, HTS; Glycogen synthase kinase-3 beta (Homo sapiens), P49841; GST-GSK3beta kinase, ADP-Glo luminescence, 60 min; hits give low values; activity score (negative = inhibition), % at 10 µM; 300,000 tested, 0.038% active;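 active = more than half of replicate wells score below -50%, meaning over 50% inhibition versus plate controls; inconclusive = some replicates but at most half score below -50%; inactive = no replicate scores below -50%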;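 note: 0% = median DMSO wells and -100% = median GW8510 positive control wells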
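Test system: GST-fused GSK3beta enzyme, cell-free | Quantity: 1.6 ng GST-GSK3beta enzyme per well | Reagent: 25 µM ATP with peptide substrate | Schedule: 60 min enzyme reaction, room temperature | Signal: Luminescent ADP-Glo measurement of ADP formed | Read-out basis: Score relative to plate controls | Control set: DMSO and 20 µM GW8510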
DYRK1A inh: rat Dyrk1A kinase inhibitors, primary screen, biochemical, single point, plate reader; Dual specificity tyrosine-phosphorylation-regulated kinase 1A (Rattus norvegicus), Q63470; inhibition, % at 12.5 µM; 310,000 tested, 0.43% active; ADP-Glo luminescence, NFATc1 peptide; AID 504441, 2011; in the data active = inhibition above about 50%;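 note: plate controls were vehicle with enzyme for no effect and no enzyme for full effect; many of its hits are not listed in these tables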
RGS4 pot: RGS4 potentiators or activators, primary screen, cell-based, HEK293 M3R inducible RGS4, calcium flux | B-score at 10 µM | carbachol calcium flux Fluo4; hits give low values | 310,000 tested, 0.92% active;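 active = B-score of the integrated calcium signal more than 4 SD below the library mean, with starting fluorescence not abnormally high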;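 note: negative B-score means reduced calcium response which marks RGS4 activation or potentiation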
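Material: M3R-expressing HEK293 line, RGS4 induced by doxycycline | Schedule: Overnight RGS4 induction, 30 min dye load 37 °C, 20 min compound RT | Measured by: Fluo4 fluorescence kinetic imaging of calcium | Read-out: Integrated calcium ratio converted to B score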
KCNK9 inh: KCNK9 potassium channel inhibitors, primary screen, HEK293 cells, thallium flux. Potassium channel subfamily K member 9 (Homo sapiens), Q9NPC2. FluxOR thallium flux fluorescence; hits give low values. B-score at 10 µM. 310,000 tested, 1.2% active. AID 488922, 2010;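 active = ratio B-score over 3 SD below the library mean, with starting fluorescence within 5 SD of its mean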;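 note: negative B-score means less thallium flux so channel inhibition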
Target sequence (Q9NPC2 whole entry, looked up): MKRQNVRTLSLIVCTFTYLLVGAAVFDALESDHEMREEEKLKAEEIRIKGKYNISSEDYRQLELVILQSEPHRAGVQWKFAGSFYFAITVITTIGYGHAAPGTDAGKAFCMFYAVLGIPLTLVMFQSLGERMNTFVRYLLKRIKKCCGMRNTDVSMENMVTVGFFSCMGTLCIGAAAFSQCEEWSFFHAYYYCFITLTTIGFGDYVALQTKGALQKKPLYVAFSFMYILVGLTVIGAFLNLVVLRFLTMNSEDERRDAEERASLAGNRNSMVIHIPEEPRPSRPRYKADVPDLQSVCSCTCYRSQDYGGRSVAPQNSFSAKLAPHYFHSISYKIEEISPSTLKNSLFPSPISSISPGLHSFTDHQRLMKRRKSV
KCNK3 block: human KCNK3 channel inhibitors, primary screen, CHO cells, FluxOR thallium flux, B-score; Potassium channel subfamily K member 3 (Homo sapiens), O14649; FluxOR fluorescence; hits give low values; B-score at 10 µM; 340,000 tested, 0.84% active; AID 602410, 2012;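 active = B-score under library mean minus 4 SD, starting fluorescence ratio at most library mean plus 5 SD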;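 note: more negative B-score means stronger inhibition of thallium flux through KCNK3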
GSK3A inh: blockers of GSK3A enzyme activity – biochemical, luminescence, cell-free homogeneous, HTS, primary screen; Glycogen synthase kinase-3 alpha (Homo sapiens), P49840; GSK-3 alpha kinase, ADP-Glo luminescence, 60 min; inhibition, % at 10 µM; 320,000 tested, 0.1% active; AID 2650, 2010;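 in the data active = inhibition above about 50%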;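 note: GST-tagged GSK-3 alpha with peptide substrate and 25 µM ATP; 0% = DMSO neutral wells and 100% = GW8510 positive control wells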
hERG protect: hERG rescue from dofetilide block, primary screen, cell-based, CHO-hERG, FluxOR thallium flux, dofetilide IC70 | 310,000 tested, 0.51% active | Voltage-gated inwardly rectifying potassium channel KCNH2 (Homo sapiens), Q12809 | activation (rescue from dofetilide block), less the hit threshold, % at 10 µM | dofetilide IC70 present | AID 1511, 2009;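 active = activation above the mean of controls blocked by dofetilide plus 5 SD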;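 note: thallium influx through hERG after potassium depolarization seen as dye fluorescence rise; in these data hits start at about 4.7%; inactives centre near -7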
HDAC3 inh: HDAC3 deacetylase inhibitors, primary screen, biochemical, fluorescence, cell-free homogeneous; recombinant HDAC3, fluorogenic peptide/trypsin coupled; inhibition, % at 8.3 µM; 320,000 tested, 0.15% active; in the data active = inhibition above about 26%, passing the limit was not always enough; inconclusive = no clear call, values can overlap the other calls
* = called active by the depositor; i = inactive; ? = inconclusive; . = not tested or not shown. Not all compounds are listed; the hit share may differ from the screen's.

SMILES | KCNQ1 block | KCNQ1 pot | PolyA inhibitor | GSK3beta inhib | DYRK1A inh | RGS4 pot | KCNK9 inh | KCNK3 block | GSK3A inh | hERG protect | HDAC3 inh
COc1ccc(Oc2nnc(C)c3ccccc23)cc1 | i | i | i | -1 | 0 | i | i | i | -21 | -12 | 1
Cc1ccc(C(=O)O/N=C(\N)c2ccc(Br)cc2)cc1C | i | i | i | -3 | 1 | i | i | i | 2 | 6.4* | 3
O=C(NCc1ccc2c(c1)OCO2)C(=O)Nc1cc2c3c(c1)CC(=O)N3CCC2 | i | i | i | 3 | 18 | i | i | i | 0 | -7 | -4
Cc1onc(-c2ccccc2)c1C(=O)OCC(=O)c1ccccc1 | i | i | i | 1 | -1 | i | i | i | -4 | -12 | -4
C/C(CC(=O)Nc1ccc2c(c1)OCCO2)=N\NC(=O)Cc1ccc(Cl)cc1 | i | i | i | 4 | -8 | i | i | i | -2 | -6 | -1
COc1cc(OC)cc(C(=O)N2CCCC(Nc3ccc(F)cc3)C2)c1 (stereo unspecified) | i | i | i | 2 | -8 | i | i | i | 4 | -6 | -7
Cc1oc(C(C)(C)C)cc1C(=O)NCc1ccc2c(c1)OCO2 | i | i | i | -3 | . | i | i | i | 1 | -3 | 8
CC(=O)c1c(C)oc2c1cc(NS(=O)(=O)c1ccc(C(=O)O)cc1)c1ccccc12 | i | i | i | . | 9 | i | i | i | 14 | -10 | 1
CC(=O)Nc1cccc(NC(=O)CCc2ccccc2)c1 | . | . | i | 1 | 29 | . | . | i | -1 | . | -11
CCCn1c(SCC(=O)NC(C)(C)C)nnc1-c1ccco1 | i | i | i | 1 | -52 | i | i | i | -4 | -8 | -4
CCCCN1C(=O)CC(Sc2ccccc2C(=O)O)C1=O (stereo unspecified) | i | i | i | . | -7 | i | i | i | -2 | -8 | 2
O=C(Nc1nnc(S(=O)(=O)Nc2ccccc2)s1)C1CCCCC1 | i | i | i | 3 | 4 | i | i | i | 0 | -5 | 2
C=CCNC(=O)C(=O)NCCOc1ccccc1Cl | i | i | i | 1 | . | i | i | i | -1 | 2 | ?
CC(NC(=O)NCCCC(=O)O)(C(F)(F)F)C(F)(F)F | i | i | i | 0 | 0 | i | i | i | 2 | -7 | 4
COc1ccc(CN(C(=S)Nc2ccccc2)C2CC(=O)N(c3ccccc3)C2=O)cc1 (stereo unspecified) | i | i | i | 2 | -2 | i | i | i | -2 | -4 | -2
Cc1ccc(CN(C(=O)c2csnn2)C(C(=O)NC2CCCC2)c2cccnc2)cc1 (stereo unspecified) | i | i | i | -3 | 3 | i | i | i | -1 | -9 | -2
O=C(NCCc1ccccc1)C1CCN(S(=O)(=O)N2CCCCCC2)CC1 | i | i | i | -1 | -1 | i | i | i | -2 | -8 | 2
N#CCCn1c(C(C#N)(CCC#N)CCC#N)nc2ccccc21 | i | i | i | 1 | -2 | i | i | i | -1 | -3 | .
COc1cc(OC)cc(C(=O)NCC(=O)N2CCC(C)CC2)c1 | i | i | i | 3 | 0 | i | i | i | -3 | -5 | 1
OC(c1ccccc1)c1nccc2ccccc12 (stereo unspecified) | i | i | i | 0 | -1 | i | i | i | -2 | -7 | -9
CCOc1cc(C(C(=O)NCC2CCCO2)N(C(=O)Cn2nnc3ccccc32)c2ccc(C(C)=O)cc2)ccc1O (stereo unspecified) | i | i | i | -3 | -3 | i | i | i | 0 | -7 | 6
COc1cccc(C2C(C#N)=C(N)Oc3c2oc(CO)cc3=O)c1OC (stereo unspecified) | i | i | i | -1 | 0 | i | i | i | 1 | -4 | 10
Cc1ccc(NC2=C(N3CCCCC3)C(=O)c3ccccc3C2=O)cc1 | i | i | i | 0 | 52* | i | i | i | -1 | -3 | 2
C[n+]1ccccc1/C=C/c1ccc(C#N)cc1 | i | i | i | 2 | -5 | i | i | i | -1 | -3 | 12
Cc1ccc(-c2[nH]c(-c3ccc(Cl)cc3)nc2SCC(=O)NCC2CCCO2)cc1 (stereo unspecified) | i | i | i | 2 | 6 | i | i | i | -2 | -10 | 3

Reformatted: 5 of the compounds above.
Order of values – KCNQ1 block | KCNQ1 pot | PolyA inhibitor | GSK3beta inhib | DYRK1A inh | RGS4 pot | KCNK9 inh | KCNK3 block | GSK3A inh | hERG protect | HDAC3 inh
- CCOc1cc(C(C(=O)NCC2CCCO2)N(C(=O)Cn2nnc3ccccc32)c2ccc(C(C)=O)cc2)ccc1O (stereo unspecified)
    i | i | i | -3 | -3 | i | i | i | 0 | -7 | 6
- COc1ccc(CN(C(=S)Nc2ccccc2)C2CC(=O)N(c3ccccc3)C2=O)cc1 (stereo unspecified)
    i | i | i | 2 | -2 | i | i | i | -2 | -4 | -2
- CCCCN1C(=O)CC(Sc2ccccc2C(=O)O)C1=O (stereo unspecified)
    i | i | i | . | -7 | i | i | i | -2 | -8 | 2
- OC(c1ccccc1)c1nccc2ccccc12 (stereo unspecified)
    i | i | i | 0 | -1 | i | i | i | -2 | -7 | -9
- Cc1ccc(C(=O)O/N=C(\N)c2ccc(Br)cc2)cc1C
    i | i | i | -3 | 1 | i | i | i | 2 | 6.4* | 3

(more compounds)
SMILES | KCNQ1 block | KCNQ1 pot | PolyA inhibitor | GSK3beta inhib | DYRK1A inh | RGS4 pot | KCNK9 inh | KCNK3 block | GSK3A inh | hERG protect | HDAC3 inh
CC1CN(CCOc2cccc(Oc3ccccc3)c2)CC(C)O1 (stereo unspecified) | i | i | i | 4 | 1 | i | i | i | -5 | -10 | -3
COc1ccc(OC)c(S(=O)(=O)NCCc2ccccc2)c1 | i | i | i | 3 | -7 | i | i | i | 0 | -4 | 0
CCn1c(SC(C)C(=O)OC)nnc1-c1c[nH]c2ccccc12 (stereo unspecified) | i | i | i | 1 | 0 | i | i | i | 2 | -9 | 4
COc1ccccc1NC(=O)CNC(=O)c1ccc([N+](=O)[O-])cc1 | i | i | i | 1 | 3 | i | i | i | -1 | -10 | 1
COC(=O)c1c(NC(=O)Cc2cccs2)sc2c1CCC(C)C2 (stereo unspecified) | i | i | i | 4 | 4 | i | i | i | 2 | -13 | -1
Cc1ccc(NS(=O)(=O)c2ccc(C)c(NC(=O)COc3ccc4ccccc4c3)c2)c(C)c1 | i | i | i | -2 | -9 | i | i | i | -1 | -12 | -1
Cc1sc2ncnc(NCC(O)c3ccc([N+](=O)[O-])cc3)c2c1C (stereo unspecified) | 9* | i | i | -2 | 16 | i | i | i | -2 | -15 | -2
CN(C)c1cccc(C(=O)NCCCSc2ccccc2)c1 | i | i | i | -15 | 1 | i | i | i | 3 | -13 | -3
CCCn1c(CNc2ccc(Br)cc2)nc2ccccc21 | i | i | i | 1 | 9 | i | i | -12* | -1 | -15 | 7
COc1ccccc1CN1CC(C(=O)NCc2ccc(N3CCCC3=O)cc2)CCC1=O (stereo unspecified) | i | i | i | -1 | -7 | i | i | i | . | -7 | .
CCn1cc(C(=O)NC(C)C)c(=O)c2cc(F)c(N3CCN(C(=O)c4ccco4)CC3)cc21 | i | i | i | 0 | -2 | i | i | i | -3 | -9 | -4
COc1cccc(CNC(=O)CCC2CCCN(C(=O)Cc3ccccc3F)C2)c1 (stereo unspecified) | i | i | i | 3 | . | i | i | i | 0 | -9 | -6
Cc1cc(C(=O)Nc2ccc(Cl)cc2)n(-c2ccccc2)n1 | i | i | i | 0 | 3 | i | i | i | -1 | -12 | 1
Cc1ccc(C(c2c(O)nc3n(c2=O)CCS3)c2c(O)nc3n(c2=O)CCS3)cc1 | i | i | i | 2 | 3 | i | i | i | . | -8 | 6
CC(C)CC(C(=O)Nc1oc(-c2ccco2)c(-c2ccco2)c1C#N)N1C(=O)c2ccccc2C1=O (stereo unspecified) | 9* | i | i | 0 | -3 | i | -11* | -11* | -1 | 3 | 0
O=C(O)c1ccc(N2C(=O)CC(SC(=NCc3ccc4c(c3)OCO4)Nc3ccc(F)cc3)C2=O)cc1 (stereo unspecified) | i | i | i | 1 | 0 | i | i | i | -6 | -6 | 2
CCn1c(SCC(=O)Nc2ccccc2C(=O)OC)nnc1-c1ccoc1C | i | i | i | 5 | -6 | i | i | i | -1 | -6 | -5
Cc1ccc2[nH]cc(/C=C/c3cc[n+](C)cc3)c2c1 | i | i | i | 2 | 3 | i | i | i | 1 | -32 | 10
Cc1ccccc1N1CCN(C2CCCN(C(=O)CCN3CCCO3)C2)CC1 (stereo unspecified) | i | i | i | 3 | -3 | i | i | i | 7 | -8 | 4
Cc1c(NC(=O)c2ccc(CN3CCc4ccccc4C3)cc2)c(=O)n(-c2ccccc2)n1C | i | i | i | 1 | -1 | i | i | i | 1 | -17 | 8
CC(=O)C1=C(C)NC(=O)NC1/C=C/c1ccccc1 (stereo unspecified) | i | i | i | 1 | 1 | i | i | i | 0 | 4 | -7
COc1cccc(N2CCN(C(=O)CCCCCn3c(=S)[nH]c4cc5c(cc4c3=O)OCO5)CC2)c1 | i | i | i | 1 | -5 | i | i | i | -2 | -5 | -6
CCOC(=O)C1Nc2ccc(C(F)(F)F)cc2C2C=CCC12 (stereo unspecified) | i | i | i | -1 | 1 | i | i | i | . | -7 | -2
O=C(Nc1ccc(Cl)cc1)N1CCCC1 | i | i | i | -3 | -10 | i | i | i | -2 | -8 | -4
CCNC(=O)Nc1ccc(-n2nc(C)c(C(=O)OCC)c2C)nc1 | i | i | i | 1 | -5 | i | i | i | 2 | -7 | 1
